Screening results: PubChem, several laboratories
Wee1 stabilizer = blocks degradation of human Wee1 kinase | P30291 | HeLa Luc-Wee1K328M stability, luciferase luminescence; 100% = proteasome inhibitor MG132 effect | reporter increase, % at 5 µM | hit rate 1.2% among 220,000 | AID 1321;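 active means activation above the mean of all tested compounds plus 3 SD, set per screening run, cut at about 8.8% in these data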;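 further: cells exposed to compound for 20 h before luminescence read; 0% = DMSO alone and 100% = MG132 at 30 µM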
Target sequence (P30291 whole entry K328M): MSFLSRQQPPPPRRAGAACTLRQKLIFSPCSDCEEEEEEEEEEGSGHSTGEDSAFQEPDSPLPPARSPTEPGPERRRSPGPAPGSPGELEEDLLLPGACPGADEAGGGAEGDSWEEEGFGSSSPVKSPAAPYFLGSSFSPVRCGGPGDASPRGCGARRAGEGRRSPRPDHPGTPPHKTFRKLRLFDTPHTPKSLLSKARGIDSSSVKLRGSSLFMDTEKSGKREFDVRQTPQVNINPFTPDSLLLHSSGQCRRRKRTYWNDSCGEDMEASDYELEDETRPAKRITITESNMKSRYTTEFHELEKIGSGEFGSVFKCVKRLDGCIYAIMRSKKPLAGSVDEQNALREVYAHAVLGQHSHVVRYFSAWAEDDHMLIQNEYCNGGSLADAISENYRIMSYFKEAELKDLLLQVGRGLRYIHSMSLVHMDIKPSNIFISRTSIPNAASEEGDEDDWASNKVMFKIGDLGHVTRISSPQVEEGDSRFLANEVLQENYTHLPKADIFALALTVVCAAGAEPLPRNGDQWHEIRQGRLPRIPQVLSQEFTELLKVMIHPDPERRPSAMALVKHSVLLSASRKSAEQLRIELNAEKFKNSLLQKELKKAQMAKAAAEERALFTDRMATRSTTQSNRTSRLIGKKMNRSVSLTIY
TNF death inh = inhibitors of TNF-alpha induced necroptosis in Jurkat FADD-/- cells. Jurkat FADD-/- TNF necroptosis rescue, ATP luminescence, 24 h; 0 = TNF only, 100 = no-TNF cells. activation (protection from cell death), % at 10 µM. hit rate 0.068% among 220,000;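 active means activation, meaning protection from cell death, of at least 50% relative to plate controls; inactive means activation below 50%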;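 further: necroptosis triggered by 40 ng/mL TNF-alpha added together with compound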
CHOP inh = blocks CHOP induction under ER stress; hit rate 3.8% among 220,000; inhibition, % at 10 µM; CHO-K1 CHOP-promoter luciferase, tunicamycin-induced, 15-18 h;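 active means compounds that reduced the stress-induced luciferase reporter signal by more than about 70% of percent inhibition, limit read from the data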;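 further: 0% = tunicamycin plus vehicle and 100% = wells without tunicamycin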
TRPML3 ag = human mucolipin-3 channel agonism; Q8TDD5; hit rate 0.29% among 220,000; activation, % at 3 µM; HEK293 TRPML3-YFP, Fluo-8 calcium fluorescence; 100% = the carbachol control signal;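 active means activation above its plate's cutoff, the mean activation of the plate's test wells plus 3 SD, cut at about 12% in these data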;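 further: 0% = DMSO only wells and 100% = carbachol wells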
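Test system: TRPML3-YFP stable HEK293 cells. Doses: single point at 3 µM. Incubation: dye loading 1 h 37 °C then 30 min ambient, 125 s read. Signal: Fluo-8 calcium dye fluorescence, ex 470-495, em 515-575 nm. Measure: percent activation from peak-to-basal fluorescence ratio, scaled between DMSO and carbachol.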
RBBP9 inhibitor = human RBBP9 hydrolase inhibition; inhibition, % at 7.94 µM; O75884; hit rate 0.2% among 220,000; recombinant RBBP9, FP-Rh probe fluorescence polarization; AID 1515;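 active means inhibition above the campaign mean of all tested compounds plus 3 SD, cut at about 14% in these data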;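 further: plate controls were DMSO wells with RBBP9 for no effect and wells lacking RBBP9 protein for full effect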
Target sequence (O75884 whole entry, looked up): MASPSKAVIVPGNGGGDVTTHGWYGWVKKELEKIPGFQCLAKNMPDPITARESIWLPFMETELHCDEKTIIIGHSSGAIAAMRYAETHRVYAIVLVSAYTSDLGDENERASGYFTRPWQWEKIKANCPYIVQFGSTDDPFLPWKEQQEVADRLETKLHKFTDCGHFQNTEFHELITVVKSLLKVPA
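Assay system: recombinant human RBBP9; Reagent: Serine-hydrolase probe FP-Rh, 375 nM pre-mixing; Doses: 7.94 µM single dose, 0.794% DMSO; Incubation: 30 min then 45 min, 25 °C; Detection: fluorescence polarization (mP), excitation 525 nm, emission 598 nm; Evaluation: percent inhibition from mP, scaled between DMSO and no-protein wells.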
BaF3 parental = counter-screen for JAK2V617F inhibitors: parental Ba/F3 viability inhibitors | CellTiter-Glo ATP luminescence | inhibition, % at 5.6 µM | hit rate 1.1% among 220,000 | AID 1486;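 active means inhibition above a per-campaign cutoff, the mean inhibition of all tested compounds plus 3 SD, cut at about 27% in these data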;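 further: 0% = DMSO wells and 100% = JAK Inhibitor I control wells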
PPC-1+TRAIL kill = compounds killing PPC-1 cancer cells with TRAIL present (potentiator screen, no TRAIL-free arm); PPC-1 cells + TRAIL, ATPLite viability luminescence; cell killing (% activity), % at 4 µM; hit rate 0.41% among 220,000;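 active means cell killing above 50% in the first pass at 4 µM, then a duplicate retest at 5 µM averaging 50% or more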;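 further: plate controls were cells with TRAIL plus DMSO for no effect and medium-only wells lacking cells for full effect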
zfTRPN1 agonist = agonists of zebrafish TRPN1 channel; AID 1424; hit rate 0.18% among 220,000; HEK293 zebrafish TRPN1-YFP, Fluo-8 calcium fluorescence; 100% = response to 87 µM carbachol; activation, % at 3 µM;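 active means activation above its plate's cutoff, the mean activation of test wells on that plate plus 3 SD, cut at about 19% in these data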;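 further: 0% = DMSO alone and 100% = 87 µM carbachol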
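System: zebrafish TRPN1-YFP in HEK293 cells / Dosing: 3 µM single point / Timing: dye loading 1 h at 37 °C, then 30 min room temperature / Signal: Fluo-8 calcium fluorescence, excitation 470-495 nm, emission 515-575 nm / Read-out basis: percent activation from peak over basal fluorescence ratio, control-normalized / Control set: high carbachol 87 µM, low DMSO alone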
Ba/F3 V617F tox = loss of viability in JAK2V617F-driven Ba/F3 cells | Ba/F3 EpoR-JAK2V617F viability, ATP luminescence | inhibition, % at 5.6 µM | hit rate 1.1% among 220,000 | AID 1446;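 active means inhibition above the campaign mean plus 3 SD over all tested compounds, cut at about 24% in these data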;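 further: cytokine-independent growth of Ba/F3 cells driven by EpoR plus mutant JAK2; 0% = DMSO-treated cells and 100% = JAK inhibitor I control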
* = called active by the depositor; . = not tested or not shown.

SMILES	Wee1 stabilizer	TNF death inh	CHOP inh	TRPML3 ag	RBBP9 inhibitor	BaF3 parental	PPC-1+TRAIL kill	zfTRPN1 agonist	Ba/F3 V617F tox
CC(=O)Nc1ccc(/C(C)=N/NC(=O)c2ccc(F)cc2)cc1	3.4	0.5	17.0	-0.5	-5.4	5.6	17.4	-0.9	0.2
Cc1ccc(S(=O)(=O)Nc2cc(C(C(=O)OC(C)C)C(=O)C(F)(F)F)c(O)c3ccccc23)c(C)c1 (stereo not given)	0.2	-6.7	64.5	0.2	5.5	2.6	-4.1	-1.1	-2.5
CC(C)COCC(O)CCC(=O)NNC(=S)Nc1ccccc1 (stereo not given)	0.9	1.6	10.4	0.9	-6.8	4.7	3.4	0.8	1.9
Cc1ccc2sc(C)[n+](CCO)c2c1	-1.4	-0.4	6.9	-0.3	-5.5	-1.5	16.1	0.1	-1.0
COc1ccc(C(CC(=O)Nc2ccc(F)cc2)c2ccccc2)cc1 (stereo not given)	1.0	-2.6	35.5	-0.4	-11.8	3.5	15.0	-0.3	-3.3
O=C(Nc1nc2ccccc2n1CCN1CCCC1)C1CCCCC1	-3.1	-2.1	14.1	-0.4	1.1	1.6	10.3	-0.5	-2.0
Cc1ccccc1-n1cc(CNC(=O)CCc2nnc(CCc3ccccc3)o2)cn1	4.0	-0.2	-0.8	0.0	-4.6	3.8	6.5	0.1	2.1
CCCCn1c(SCC(=O)O)nc2ccccc21	2.6	0.2	26.9	0.1	-3.4	4.7	36.4	0.9	1.6
CC(C)(C)c1ccc(OC(=O)c2ccc3snnc3c2)cc1	0.8	0.7	15.4	0.6	-0.3	2.7	5.2	1.7	-2.5
O=C(c1c[nH]c(C(=O)C(Cl)(Cl)Cl)c1)c1ccccc1Cl	-2.0	-9.7	21.8	0.9	-4.9	6.3	4.4	1.2	3.6
CC(NS(=O)(=O)c1ccc(OCC(=O)N2CCOCC2)cc1)c1ccccc1 (stereo not given)	-3.7	-0.2	20.3	0.8	-8.3	0.9	12.8	-0.6	-1.1
CC(C)n1c(-c2ccc(N(C)C)cc2)nc2ccccc21	-0.4	-5.8	24.4	0.8	-4.8	1.6	13.9	-0.4	-4.0
Cc1cc(O)c(C(C)C)cc1N=Cc1cc([N+](=O)[O-])ccc1O	-1.0	-3.1	-14.7	0.0	5.5	-0.7	21.3	1.4	-4.3
CN1CCc2c(sc(/N=C/c3cccs3)c2C(N)=O)C1	1.7	-10.5	-7.9	1.1	-1.7	1.1	9.2	3.2	-3.4
Cc1ccccc1Nc1nc(N)nc(COC(=O)c2cccc(S(=O)(=O)N(C)c3ccccc3)c2)n1	1.3	-0.4	25.7	1.1	-12.9	2.7	16.2	0.1	3.1
O=C(O)c1ccc(NCc2nc3ccccc3n2CCOc2ccccc2Cl)cc1	6.0	0.0	5.3	0.8	-9.0	5.0	-3.7	1.0	0.3
COc1ccc(CCC(=O)OCC(=O)c2cccc(OC)c2)cc1	-0.3	-0.7	16.3	-0.6	-2.9	3.3	-13.4	-1.2	0.0
CCNC(=S)N/N=C/c1cc(C)n(-c2ccc(Cl)cc2)c1C	0.6	-3.7	6.9	-1.1	-2.1	3.7	18.7	-2.8	3.4
CCn1ncc(NC(=S)Nc2ccc(OC)c(OC)c2)c1C(N)=O	0.6	1.4	-1.3	1.5	1.5	9.4	.	1.2	-1.5
COc1cccc(N/C(SCc2ccccc2Cl)=C(/C#N)C(=O)NCc2cccs2)c1	-1.0	2.9	-3.1	0.9	-10.2	7.8	27.2	0.4	2.7
O=C(NCC1(c2ccccc2)CCCC1)c1ccccc1Br	-1.2	1.6	11.5	0.0	-2.9	1.1	8.6	-3.3	-2.8
CC(=O)Nc1ccc(C(=O)OCCC(C)C)cc1	1.7	-1.0	-29.1	0.5	-5.5	7.4	30.4	0.4	-0.6
COC(=O)c1ccc(COc2ccc(-c3nnn(CC(=O)NC(C)(C)C)n3)cc2)cc1	0.9	0.6	-2.4	1.1	-8.4	-0.5	8.8	0.6	0.7
CCN1CCN(S(=O)(=O)c2cccs2)CC1	-0.2	-0.3	-6.6	0.1	-2.1	2.0	25.2	-0.1	-0.9
O=C(CN1C2=NCCN2c2ccccc21)c1cccs1	-0.7	1.7	23.0	1.3	-1.2	-0.1	13.8	-1.8	-4.8
(continued)
SMILES	Wee1 stabilizer	TNF death inh	CHOP inh	TRPML3 ag	RBBP9 inhibitor	BaF3 parental	PPC-1+TRAIL kill	zfTRPN1 agonist	Ba/F3 V617F tox
OCC#CCSc1nnc(-c2ccccc2Br)o1	1.0	-1.7	3.2	0.1	-4.3	7.6	41.6	1.1	-2.1
COc1ccc(CC(=O)Nc2cc(C)ccc2O)cc1OC	-2.7	-12.7	24.1	1.2	4.6	-2.7	10.6	1.6	-0.3
CCCCn1c(SCC(=O)c2ccccc2)nc2c1c(=O)[nH]c(=O)n2C	2.4	0.1	-20.9	0.1	-0.5	-2.5	4.0	0.2	-3.7
Nc1nnc(SCC(=O)OCC(=O)c2ccccc2)s1	-2.5	0.3	-6.4	0.9	-10.3	4.7	11.9	1.2	-2.6
COc1ccc(C(=O)CN2C(=O)C(C)(C)Oc3ccc(C(=O)N4CCCCCC4)cc32)cc1	-2.8	0.3	50.2	-1.0	-5.0	2.6	1.0	0.5	-2.4
N#CCSc1nnc2c(Cl)cc(Cl)cn12	1.0	-3.0	-18.8	1.1	-3.8	1.4	7.6	0.8	1.0
CCOC(=O)c1cnn(-c2nc(OCC)cc(OCC)n2)c1C	2.3	0.0	14.2	0.5	1.3	6.0	-20.5	-0.4	2.4
O=C(O)c1ccc(N=Nc2c(O)[nH]c3ccccc23)cc1	1.0	-9.3	-1.4	0.4	2.5	-5.5	9.2	-0.1	2.7
Cc1ccccc1S(=O)(=O)NCc1ccc(N2CCN(C)CC2)cc1	0.1	-3.1	1.0	0.8	-8.6	1.9	-1.7	-0.5	-3.3
CCc1ccc(C(=O)Nc2cccnc2Oc2ccc(Cl)cc2)cc1	-0.2	1.2	-1.6	-0.6	-3.2	-2.8	-5.3	0.0	4.5
CCCc1cc(=O)[nH]c(SCc2cc(=O)oc3c(C)c(C)ccc23)n1	-2.2	1.1	22.8	0.1	-9.5	7.3	4.2	0.3	0.1
CC(C)(C)c1cc(C(=O)Nc2ccccc2)ccn1	-1.1	-2.0	22.1	0.0	0.9	2.8	19.8	3.0	-3.7
O=C(COC(=O)c1ccco1)NC1CCCCC1	1.3	0.7	-10.3	0.9	1.4	1.8	-5.0	-0.4	0.4
Cc1nn(CC(=O)NN)c(C)c1Br	0.4	1.7	-10.0	-0.2	-3.6	-0.8	-10.4	-0.8	1.9
ON1C(c2ccccc2)CC2(O)c3nonc3CCC12 (stereo not given)	-1.6	-1.1	1.5	-0.2	-11.9	4.3	4.9	1.2	0.5
O=C(O)CCNC(=O)c1cncc(Br)c1	0.0	0.5	-9.8	1.1	0.0	4.8	42.1	0.3	1.1
Cc1ccc(NC(=O)Nc2nnc(Cc3ccc([N+](=O)[O-])cc3)s2)cc1C	-1.8	-0.6	40.5	1.0	-6.6	8.1	26.1	0.5	-1.9
COc1ccc(S(=O)(=O)Nc2ccc(S(=O)(=O)Nc3nc(C)cc(C)n3)cc2)cc1OC	-2.9	-0.9	4.6	-0.1	-2.2	6.0	-8.2	1.1	3.3
CC1(C)Cc2nc3sc4c(N(CCO)CCO)ncnc4c3cc2CO1	2.2	-2.2	-38.3	0.3	4.7	4.2	15.3	1.0	-2.7
Cc1ncsc1CCOC(=O)c1ccccc1	-0.9	-0.7	2.4	0.7	-5.1	5.7	12.6	-0.1	3.6
Cc1noc(C)c1S(=O)(=O)Nc1ccc(C(=O)NC2CCCCC2)cc1	-1.2	1.6	27.1	-0.1	-2.8	4.1	9.8	0.1	4.1
Cc1cccc(C(=O)N2CCN(C(=O)c3cccc(C)c3)C(C)C2)c1 (stereo not given)	0.9	-0.3	23.2	-0.2	1.5	2.2	2.7	-0.5	-1.6
Cc1cc(OC(=O)c2c(Cl)cccc2Cl)nc(C)n1	1.3	-4.5	27.4	0.8	-12.4	2.4	11.5	1.1	1.1
Cc1ccc(-n2c(C)nn(Cc3ccc([N+](=O)[O-])cc3)c2=O)cc1	-1.1	3.0	13.8	0.4	-0.6	-0.7	4.6	0.8	-1.0
N/C(Cc1ccc([N+](=O)[O-])cc1)=N\OC(=O)Cc1ccc(Cl)cc1	0.6	2.6	34.2	-0.7	-5.8	3.8	-5.3	-1.2	-0.6
(list continues)
SMILES	Wee1 stabilizer	TNF death inh	CHOP inh	TRPML3 ag	RBBP9 inhibitor	BaF3 parental	PPC-1+TRAIL kill	zfTRPN1 agonist	Ba/F3 V617F tox
O=C(NNC(=O)C1CCCCC1)c1ccc(Br)cc1	-1.5	-2.7	13.3	1.0	-7.4	5.4	32.8	3.1	1.1
COc1ccc(/C(O)=C2/C(=O)C(=O)N(CC3CCCO3)C2c2cccc(OC)c2)cc1 (stereo not given)	-3.1	-0.1	0.2	1.3	-1.8	0.6	13.0	0.8	-0.7
CCOCC(=O)OCC(=O)NC12CC3CC(CC(C3)C1)C2	-3.5	-0.1	14.3	1.1	-4.4	2.7	8.6	0.3	-0.5
COCCn1c(SCC#N)nnc1-c1ccccc1O	-0.2	0.5	30.9	0.0	-2.7	8.1	7.1	2.9	3.9
COc1ccc(/C=C/c2nnc(NC(=O)CC(C)C)s2)cc1	-0.6	1.5	41.0	-0.6	-7.6	0.1	13.7	-0.6	0.6
COc1cccc(NC(=O)Cn2cnc3sc(C)c(S(=O)(=O)N4CCN(C)CC4)c3c2=O)c1	-3.3	-0.9	-15.7	-0.4	6.3	1.5	0.3	0.0	-3.4
CCN(CC)c1ccc2cc(C(N)=O)/c(=N\NC(=O)c3ccncc3)oc2c1	0.2	-3.7	-35.1	22.1*	-0.8	3.8	7.6	31.1*	0.1
Cc1nn(Cc2ccc(Cl)cc2)c(C)c1NC(=O)c1cc(-c2ccco2)on1	-1.5	-2.4	67.1	0.1	-2.7	3.1	7.6	2.5	-1.5
Cc1ccc(NC(=O)CNCc2ccccn2)cc1S(=O)(=O)N(C)C	3.7	1.3	17.7	-1.6	-6.0	9.1	13.8	1.8	4.6
Cc1ccc(C(=O)N2CCN(c3ccccn3)CC2)cc1	-0.1	-0.7	20.7	-0.1	-3.7	11.3	1.8	2.0	4.1
Cc1cccc(C(=O)Oc2ccc(/C=N/O)cc2)c1	5.0	-3.5	11.3	0.2	-7.7	3.5	10.2	-0.5	-2.2
CC1CCCC(NC(=O)Cc2ccc(Br)cc2)C1C (stereo not given)	0.4	2.4	32.7	-0.2	0.7	0.6	23.8	0.2	-2.6
